A549 viability: Nrf2 qHTS screen for inhibitors: counterscreen for cytotoxicity | A549 ARE-Fluc cells, CellTiter-Fluor viability, 18-24 h | Potency, µM (highest dose often 46 µM), without a hit: top-dose activity change, negative = cytotoxicity, most hits filed as inhibitors | hit rate 0.16% among 390,000 | AID 504648, 2011; note: potency is the fitted concentration of half-maximal effect; % is set by controls: 0 for no effect and ±100 for the full control effect
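A549 ARE-Fluc cells in 5% FBS OPTI-MEM, 5000 cells/well, rested 2 h then exposed to compounds in concentration-response for 18-24 h at 37 °C. Viability by CellTiter-Fluor fluorescence (Ex 405/Em 525) after 30 min; luciferase luminescence (BugLite, 15 min, RT) read afterwards.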
Nrf2 block: Nrf2 qHTS screen for inhibitors. A549 ARE-Fluc reporter, luciferase luminescence, 18-24 h. Potency, µM (top dose mostly 46 µM), without a hit: at the highest dose activity change, negative = inhibition, most hits filed as inhibitors. hit rate 2.1% among 360,000; note: potency is the fitted concentration of half-maximal effect; % is set by controls: 0 for no effect and ±100 for the full control effect; nearly all actives have a fitted effect of over 60% in size
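Quantitative HTS in A549 cells stably bearing an antioxidant response element-firefly luciferase construct. Inhibition of Nrf2-driven transcription was scored by luminescence after 18-24 h of compound exposure at 37 °C.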
EPAC2 ag: qHTS for Agonist of cAMP-regulated guanine nucleotide exchange factor 4 (EPAC2): primary screen | EPAC2 activation, biochemical qHTS; response scale: 100% = 6.5 mM cAMP response | Potency, µM (titrated, usually from 154 µM), for the others: at the highest dose activation, usual class: activators | hit rate 0.079% among 360,000 | AID 720711, 2013; note: potency is the fitted concentration of half-maximal effect; nearly all actives have a fitted effect of over 50% in size
Target sequence (Q8WZA2 whole entry, looked up): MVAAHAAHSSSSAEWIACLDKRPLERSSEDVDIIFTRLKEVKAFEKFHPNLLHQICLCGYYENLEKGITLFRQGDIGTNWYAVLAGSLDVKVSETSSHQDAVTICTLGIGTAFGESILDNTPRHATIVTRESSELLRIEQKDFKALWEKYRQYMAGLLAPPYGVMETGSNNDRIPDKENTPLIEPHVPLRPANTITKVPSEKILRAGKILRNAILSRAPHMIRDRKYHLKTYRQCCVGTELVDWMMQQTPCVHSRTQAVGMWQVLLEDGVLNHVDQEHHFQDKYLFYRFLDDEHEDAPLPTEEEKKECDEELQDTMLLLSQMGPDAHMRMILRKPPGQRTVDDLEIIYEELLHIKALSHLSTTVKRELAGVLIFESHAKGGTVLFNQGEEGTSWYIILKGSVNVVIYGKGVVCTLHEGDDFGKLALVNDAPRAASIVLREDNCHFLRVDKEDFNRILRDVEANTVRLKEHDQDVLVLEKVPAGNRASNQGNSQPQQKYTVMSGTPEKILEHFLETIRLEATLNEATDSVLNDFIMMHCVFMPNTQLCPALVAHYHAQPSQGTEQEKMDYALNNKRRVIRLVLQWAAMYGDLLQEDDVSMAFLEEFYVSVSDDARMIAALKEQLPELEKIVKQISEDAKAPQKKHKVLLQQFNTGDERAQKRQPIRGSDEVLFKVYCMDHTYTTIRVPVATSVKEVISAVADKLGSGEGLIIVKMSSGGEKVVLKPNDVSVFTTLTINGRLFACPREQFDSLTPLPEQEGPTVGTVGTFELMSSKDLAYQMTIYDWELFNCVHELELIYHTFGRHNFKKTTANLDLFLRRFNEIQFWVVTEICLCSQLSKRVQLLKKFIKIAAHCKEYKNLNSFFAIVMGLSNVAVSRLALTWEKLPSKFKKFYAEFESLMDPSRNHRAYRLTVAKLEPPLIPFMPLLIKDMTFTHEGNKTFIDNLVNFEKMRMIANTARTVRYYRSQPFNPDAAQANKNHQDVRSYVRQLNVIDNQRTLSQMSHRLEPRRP
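Nucleotide exchange monitored as fluorescence drop when BODIPY-GDP leaves Rap1B. Reaction: 100 nM EPAC2, 250 nM RAP1B-BODIPY-GDP, 50 uM GDP, room temperature, kinetic read over 30 min. Activity expressed relative to 6.5 mM cAMP.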
TGFb SMAD3 inh: qHTS for Inhibitors of TGF-b; HepG2 CAGA-GFP TGF-b/SMAD3 reporter, GFP fluorescence, 18 h; TGF-beta stimulated, 500 pg/mL final; Potency, µM (series often up to 46.1 µM), without a hit: top-dose activity, negative = inhibition, most hits filed as inhibitors; hit rate 1.2% among 410,000; note: potency is the fitted concentration of half-maximal effect; % is set by controls: 0 for no effect and ±100 for the full control effect; nearly all actives have a fitted effect of over 65% in size
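Per well, imaged GFP fluorescence of HEPG2 CAGA-GFP cells gives the signal; cells get compound, then TGF-beta (500 pg/mL final), 18 h at 37 degrees C; %Activity versus -TGF-beta and +DMSO controls.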
EPAC2 antagonist: qHTS for Antagonist of cAMP-regulated guanine nucleotide exchange factor 2 (EPAC2): primary screen; Rap guanine nucleotide exchange factor 4 (Homo sapiens), Q8WZA2; EPAC2 GEF exchange of Rap1B-BODIPY-GDP, fluorescence; Potency, µM (doses to about 114 µM), for inactives: at the highest dose activity, negative = inhibition, most hits filed as inhibitors; hit rate 0.18% among 360,000; note: potency is the fitted concentration of half-maximal effect; % is set by controls: 0 for no effect and ±100 for the full control effect; nearly all actives have a fitted effect of over 45% in size; many of its hits are not listed in these tables
Akt phos inh: HTS Assay for Inhibitors of Akt Phophorylation: Primary Screen; activity change, % for hits at 50 µM; Neuro2A IGF-stimulated pAkt S473 HTRF, 20 min; active compounds read low; hit rate 0.32% among 360,000; in the data active = activity change below about -80%; inconclusive = mostly about -51% to -80%; note: % is set by controls: 0 for no effect and ±100 for the full control effect
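Neuro2A cells (4,500/well, DMEM with 0.5% FBS) were treated with compound at a single 50 µM final concentration, stimulated with 6 nM IGF for 20 min at 37 °C, and lysed. Phospho-Akt Ser473 was read by HTRF as 665/615 ratio ×10^4.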
CCT modulator: High-Throughput Screening for Modulators of Cytosolic Chaperonin Activity; purified chaperonin ATPase assay, HTRF ADP detection, 30 min; activity change, % (test concentration not listed), hits read low; hit rate 0.3% among 360,000; AID 651819, 2012; in the data active = activity change below about -30%; note: % is set by controls: 0 for no effect and ±100 for the full control effect
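Nucleotide hydrolysis assay: TRiC at 20–40 nM final (set by batch activity) with 10 uM ATP, 30 min at 37 °C, in presence of 76 uM compound. Detection by competitive ADP HTRF, 30 min ambient.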
Mm-Cpn inhibitor: Inhibitors of TCP-1 ring complex (TRiC) of Methanococcus maripaludis (MmCpn): qHTS; Chaperonin Mm-Cpn (Methanococcus maripaludis); purified Mm-Cpn ATPase, ADP Transcreener TR-FRET; Potency, µM (titrated, usually from 76.9 µM), without a hit: at the highest dose activity, negative = inhibition, most hits filed as inhibitors; hit rate 0.031% among 330,000; note: potency is the fitted concentration of half-maximal effect; % is set by controls: 0 for no effect and ±100 for the full control effect; nearly all actives have a fitted effect of over 80% in size
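25 nM Mm-CPN + cpd, 10 min 37°C; + 10 uM ATP, 30 min 37°C; buffer 30 mM Tris pH 7.4, 100 mM KCl, 5 mM MgCl2, 1 mM DTT; Transcreener ADP HTRF detection 30 min RT.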
Nrf2 activator: qHTS of Nrf2 Activators | AID 624171, 2012 | hit rate 0.31% among 410,000 | Potency, µM (titrated, usually from 46.1 µM), for the others: at the highest dose activation, actives largely listed as activators | AREc32 ARE-luciferase reporter (MCF7-derived line), luminescence, 24 h; note: potency is the fitted concentration of half-maximal effect; % of control where 0% means no effect; nearly all actives have a fitted effect of over 65% in size
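Reporter line AREc32 (ARE-Fluc), seeded overnight in OPTI-MEM with 5% FBS; compound pin-transferred, 24 hr at 37 deg C, 5% CO2; luminescent read-out.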
Starred values were filed as active, the others as inactive; i = inactive; ? = inconclusive; nt = no result given; & = joins results of further samples; [ ] = remark or other dose. Unless noted, calls come from the whole dose curve; as a rule, active = well fitted curve in the direction sought with a large enough effect; inconclusive = small, poorly fitted or top-dose-only effect, or another doubt; inactive = no such curve, though single readings can be large; an effect the other way counts as inactive or inconclusive.

SMILES	A549 viability	Nrf2 block	EPAC2 ag	TGFb SMAD3 inh	EPAC2 antagonist	Akt phos inh	CCT modulator	Mm-Cpn inhibitor	Nrf2 activator
Cc1ccc(C(=O)Oc2cccc(-n3cnnn3)c2)cc1	-3%	?	-5%	-7%	2%	i	-0.2	0%	0.0%
Cc1[nH]n(C)c(=O)c1C(=O)c1c(-c2c(Cl)cccc2Cl)noc1C	4%	-17%	1%	?	-15%	i	-46*	1%	?
O=C(O)c1ccc(S(=O)(=O)N(Cc2ccccc2)C2CCCCC2)cc1	1%	-7%	12%	-2%	0%	i	-1.4	0%	-0.3%
CCN(CC)S(=O)(=O)c1ccc(C(=O)OCC(=O)NC2CCCC2)cc1	-2%	-6%	4%	9%	4%	i	1.0	0%	-1.1%
Nn1c(SCC(=O)NC2CCS(=O)(=O)C2)nnc1-c1cccs1 (configuration not stated)	0%	13%	-8%	-4%	14%	i	0.9	2%	0.5%
C=CCNC(=S)Nc1cccc([N+](=O)[O-])c1	2%	?	5%	-3%	17%	i	-1.4	2%	3.4%
Cc1ccc(C=Cc2ccccn2)cc1	nt	nt	8%	-8%	-7%	i	-2.0	nt	?
CCn1nnc(NC(=O)CSc2ccc(Cl)cc2)n1	6%	nt	8%	-5%	-3%	i	-2.0	?	-0.3%
COc1cccc(CNC(=O)COC(=O)c2cccc(S(=O)(=O)N3CCN(C(C)=O)CC3)c2)c1	-2%	3%	-4%	-19%	14%	i	-2.6	1%	-0.7%
Cc1cccc(Cn2c(C)c(CNC3CCCCC3)c(C(=O)O)c2C)c1	-3%	3%	nt	-22%	nt	nt	nt	nt	-0.9%
COc1cc(O)sc1C=Nc1ccc(Cl)cc1Cl	-23%	0%	4%	8%	0%	i	0.0	-1%	0.5%
CC(C)CNC(=O)COC(=O)CCC(=O)c1cccs1	5%	0%	8%	-6%	7%[57.1 µM]	i	2.0	1%	-1.1%
CCC1c2ccccc2C(=O)C1C(N)=O (configuration not stated)	2%	1%	0%	-13%	11%	i	-2.0	nt	3.7%
Cc1ccc(S(=O)(=O)N(C)C[C@H]2Oc3ncc(Br)cc3C(=O)N([C@H](C)CO)C[C@@H]2C)cc1	nt	nt	17%	0%	-4%	i	-1.1	nt	-0.4%
O=C(Nc1ccccc1)c1ccccc1OCc1ccc(S(=O)(=O)N2CCOCC2)cc1	-2%	-3%	0%	-4%	-7%	i	-2.6	3%	0.4%
Cc1ccc(C(=O)Nc2ccc3nc(SCC(=O)N4CCc5ccccc54)sc3c2)cc1	7%	4%	nt	-11%	nt	nt	nt	nt	0.6%
COc1ccc(CCC(=O)NCc2ccc3c(c2)OCO3)cc1	7%	11%	12%	-6%	-3%	i	-5.2	1%	-0.2%
Cc1nc2nc(NCc3ccc(Br)cc3)[nH]n2c(=O)c1Cc1ccccc1	-1%	?	nt	-1%	nt	nt	nt	nt	-0.1%
COc1ccccc1NS(=O)(=O)c1cc(NC(=O)CNC(=O)c2cc(C)cc(C)c2)ccc1C	-12%	?	4%	?	2%	i	0.1	-4%	-0.2%
COc1ccc(C)cc1NC(=O)Nc1ccc(C(=O)N2CCCC2)cc1	-6%	-5%	-8%	0%	-10%	i	0.1	0%	0.2%
COc1ccc(Cc2nnc(NC(=O)c3ccc(C)cc3)s2)cc1OC	0%	-23%	2%	5%	6%	i	-3.5	2%	0.3%
O=C(CCS(=O)(=O)Cc1ccccc1)Nc1nc2c(s1)CCCC2	-15%	13%	2%	?	11%	i	-0.6	0%	?
O=C(CCN1C(=O)/C(=C/c2ccc(Cl)cc2)SC1=S)Nc1cccc(C(=O)O)c1	-9%	3%	4%	-6%	?	i	2.7	?	4.5%
COCCCNC(=O)CCc1nnc(Cc2ccc(-c3ccccc3)cc2)o1	5%	3%	1%	?	4%	i	-0.6	0%	-0.7%
COCCCNc1nc2c(c(=O)n(Cc3ccc(Cl)cc3)c(=O)n2C)n1C	1%	?	-3%	-28%	-16%	i	1.5	0%	-0.6%

Additional compounds follow.
SMILES	A549 viability	Nrf2 block	EPAC2 ag	TGFb SMAD3 inh	EPAC2 antagonist	Akt phos inh	CCT modulator	Mm-Cpn inhibitor	Nrf2 activator
COC(=O)c1c(NC(C)=O)sc(C(=O)Nc2ccccc2F)c1C	-4%	?	9%	-14%	1%	i	-1.5	?	3.8%
COc1ccccc1NC(=O)CN1C(=O)CCSc2ccccc21	-1%	13%	nt	19%	nt	nt	nt	nt	2.1%
O=C(COC(=O)c1cccs1)NCc1cccs1	-1%	10%	9%	10%	4%	i	-3.1	-5%	-0.5%
O=C(CSc1ncn[nH]1)Nc1ccc(OCc2ccccc2)cc1	7%	9%	3%	12%	6%	i	-0.5	2%	1.4%
O=C(c1ccc(Br)o1)N1CCN(c2ncccn2)CC1	-1%	-16%	8%	-12%	13%	i	1.0	1%	-0.2%
CCOc1ccc(N2CC(C(=O)NC(C)C)CC2=O)cc1 (configuration not stated)	2%	-1%	14%	11%	0%	i	0.3	1%	1.8%
CC1CCc2cc(F)ccc2N1C(=O)c1cc2nc(-c3ccco3)cc(C(F)(F)F)n2n1 (configuration not stated)	-6%	?	-4%	-14%	-6%	i	-2.2	-1%	2.2%
CCOc1ccc(NC(=O)Cn2c(=O)n(CCCC(=O)NC3CCN(Cc4ccccc4)CC3)c(=O)c3ccccc32)cc1	5%	3%	0%	27%	-9%	i	1.4	1%	-0.2%
CN=C1S/C(=C\c2cccc(Cl)c2Cl)C(=O)N1C	-9%	?	4%	4%	5%	i	-0.6	nt	?
COc1cccc(S(=O)(=O)NCC(=O)Nc2ccc(C(C)(C)C)cc2)c1	-4%	-8%	1%	-9%	-14%	i	0.0	1%	0.4%
CC(C(=O)Nc1ccc2c(c1)OCO2)N(C)CC(=O)Nc1ccccc1Cl (configuration not stated)	-7%	-1%	2%	-17%	-12%	i	-4.3	-2%	0.4%
COc1cc(NC(=O)c2ccccc2)c(OC)cc1NC(=O)Cc1cccs1	-8%	0%	-1%	-1%	?	i	1.3	-4%	3.2%
CCOc1cc(NC(=O)c2ccco2)c(OCC)cc1NC(=O)COc1ccccc1C	3%	?	-11%	5%	3%	i	-2.2	nt	-0.8%
CCCCCCCCC(=O)N/N=C(\C)c1cccnc1	-1%	11%	4%	-1%	-13%	i	1.1	-13%	-0.3%
Cn1c2c(c(=O)n(C)c1=O)C(c1ccc(Cl)cc1)C(C#N)=C(N)O2 (configuration not stated)	1%	2%	-4%	0%	-4%	i	-3.4	-1%	0.0%
COc1ccc(OCc2nnc(SCC(=O)N3CCCc4ccccc43)n2-c2ccc(C)cc2)cc1	?	23µM*	13%	?	-24%	i	0.4	0%	1.9%
COC(CNS(=O)(=O)c1ccc(S(=O)(=O)NC2CC2)cc1)OC	-10%	10%	-8%	0%	-2%	i	1.2	-5%	-0.2%
Cc1cc(C)nc(SCC(=O)Nc2ccc(S(=O)(=O)NCCO)cc2)n1	-1%	nt	10%	1%	-2%	nt	-1.8	2%	0.2%
OC(CCCN1CCCCC1)(c1ccccc1)c1ccccc1	1%	14%	9%	3%	4%	nt	0.1	3%	0.1%
CC(=O)C[C@H]1c2cc(C(F)(F)F)ccc2S(=O)(=O)N1C1CCCC1	0%	-1%	2%	-3%&-20%	10%	i	-0.8	nt	3.0%
O=C(N/N=C/c1ccc([N+](=O)[O-])o1)C(O)c1ccccc1 (configuration not stated)	?	?	1%	?	-6%	i	-0.2	0%	18%
O=C(O/N=C1\CCCc2ccccc21)c1cccs1	5%	7%	12%	-10%	-4%	i	-2.8	0%	7.3%
CC1CN(CCOc2ccc(F)cc2)CC(C)O1 (configuration not stated)	0%	1%	4%	6%	13%	i	1.1	-5%	0.4%
Cc1ccc(S(=O)(=O)N2CCOCC2)cc1NC(=O)CSc1nnnn1C	0%	-8%	3%	-6%	1%	i	0.8	-5%	-0.7%
O=C(CCNC(=O)c1ccc(Br)cc1)Nc1nc2ccccc2[nH]1	-3%	5%	3%	28%	4%	i	-2.0	-1%	-0.4%
O=C(CN1CCN(c2ccccn2)CC1)Nc1cccc(S(=O)(=O)N2CCOCC2)c1	-4%	?	10%	-19%	2%	i	-3.1	9%	-0.5%
O=C(CNC(c1ccccc1)c1ccccc1)Nc1c(F)cccc1F	13%	8%	9%	-10%	1%	i	-0.8	-2%	0.3%
N#CC1=C(N)OC2=C(C(=O)CC(c3ccccc3)C2)C1c1ccc2c(c1)OCO2 (configuration not stated)	-5%	?	12%	-20%	5%	i	-1.4	1%	7.7%
COc1ccccc1C=NN=C(N)C(N)=NN=Cc1ccccc1OC	0%	-21%	-13%	-1%	2%	i	-2.9	nt	-0.3%
Cc1cc(=O)[nH]c(N/N=C/c2ccc(-c3ccc([N+](=O)[O-])cc3)o2)n1	-2%	7%	-4%	0%	3%	i	0.9	-2%	10.0%

Screening data: PubChem BioAssay, National Center for Advancing Translational Sciences (NCATS)

The list is partial; the hit share may differ from the screen's.
